High-throughput results: PubChem BioAssay, Sanford-Burnham Center for Chemical Genomics
TIM10 inh = growth inhibitors of TIM10 yeast strain | S. cerevisiae TIM10 strain growth, BacTiter-Glo luminescence, 24 h | inhibition, % at 10 µM | 1.4% of 330,000 active;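 active = inhibition of 40% or more at the single tested concentration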;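 note: wild-type TIM10 isogenic control strain grown at permissive 25 °C; 0% = DMSO yeast wells and 100% = minimal medium wells without yeast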
Mdm2-MdmX inh = human Mdm2/MdmX binding inhibition; O15151+Q00987; SaOS-2 split-luciferase Mdm2/MdmX complementation, luminescence; inhibition, % at 8 µM; 3% of 330,000 active; AID 485346;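 active = inhibition of at least 50% at 8 µM in the primary screen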
Target sequence (O15151 whole entry, looked up): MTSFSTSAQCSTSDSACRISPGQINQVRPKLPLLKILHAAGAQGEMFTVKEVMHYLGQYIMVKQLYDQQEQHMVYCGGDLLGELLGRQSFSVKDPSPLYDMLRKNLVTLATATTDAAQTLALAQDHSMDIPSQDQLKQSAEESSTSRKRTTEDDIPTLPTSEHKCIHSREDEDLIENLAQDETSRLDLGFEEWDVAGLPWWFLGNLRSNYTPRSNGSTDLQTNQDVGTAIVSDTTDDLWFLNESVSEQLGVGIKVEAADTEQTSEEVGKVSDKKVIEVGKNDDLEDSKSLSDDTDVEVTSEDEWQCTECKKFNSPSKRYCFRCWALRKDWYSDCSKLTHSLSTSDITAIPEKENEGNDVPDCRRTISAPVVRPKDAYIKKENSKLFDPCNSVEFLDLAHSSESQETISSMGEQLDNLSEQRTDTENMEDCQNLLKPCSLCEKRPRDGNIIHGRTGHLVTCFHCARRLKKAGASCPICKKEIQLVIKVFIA
Target sequence (Q00987 whole entry, looked up): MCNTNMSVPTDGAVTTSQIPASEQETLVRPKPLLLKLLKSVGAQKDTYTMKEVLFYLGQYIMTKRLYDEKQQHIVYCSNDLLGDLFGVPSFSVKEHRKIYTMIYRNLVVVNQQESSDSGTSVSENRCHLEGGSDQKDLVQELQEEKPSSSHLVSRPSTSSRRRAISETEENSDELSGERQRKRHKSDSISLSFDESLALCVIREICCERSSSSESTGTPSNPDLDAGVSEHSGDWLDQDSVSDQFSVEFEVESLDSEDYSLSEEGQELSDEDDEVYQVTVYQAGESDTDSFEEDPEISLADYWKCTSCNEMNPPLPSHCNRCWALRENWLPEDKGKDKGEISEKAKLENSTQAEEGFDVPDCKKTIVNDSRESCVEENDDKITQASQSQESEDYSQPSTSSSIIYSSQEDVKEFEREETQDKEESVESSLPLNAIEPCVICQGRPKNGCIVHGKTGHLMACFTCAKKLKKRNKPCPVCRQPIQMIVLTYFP
697 NFkB inh = inhibitors of the PMA/ionomycin-induced NF-kB reporter in 697 B cells. 0.33% of 330,000 active. 697 B-cell NF-kB luciferase reporter, 16 h. inhibition, % at 4 µM; in the data active = inhibition above about 35%
UPR XBP1 act = adaptive UPR (XBP1) activation; activation, % at 20 µM; 0.33% of 330,000 active; AID 463104; CHO-XBP1 luciferase reporter, IRE1-XBP1 UPR activation, luminescence; percent of tunicamycin response, DMSO as zero;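 active = versus positive control, 20 µM dose yields 30% or more activation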;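 note: 100% = tunicamycin at 10 µg/mL and 0% = DMSO only wells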
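Material – CHO cell line with stable XBP1 luciferase reporter · Buffer or medium – F12 plus 10% FBS · Compound – single point, 20 µM final compound, 1% DMSO · Schedule – 16-18 h cell attachment at 37 °C, then 6 h compound exposure · Signal – Steady-Glo luminescence read · Benchmarks – high control tunicamycin 10 µg/mL final, low control DMSO vehicle only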
tim23-1 inh = tim23-1 yeast growth inhibition. S. cerevisiae tim23-1 growth, BacTiter-Glo luminescence, 24 h. 1.3% of 330,000 active. inhibition, % at 20 µM;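 active = growth inhibition of the mutant yeast at or above 50%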;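 note: temperature-sensitive mutant grown at 25 °C; plate controls were DMSO-treated mutant yeast for no effect and medium wells lacking yeast for full effect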
Jurkat NFkB inh = inhibitors of the PMA/ionomycin-induced NF-kB reporter in Jurkat cells | PMA/ionomycin-induced NF-kB luciferase reporter, luminescence | inhibition, % at 4 µM | 0.53% of 330,000 active; in the data active = inhibition above about 50%
CHOP UPR activ = apoptotic UPR (CHOP) activation; CHO-CHOP luciferase reporter, luminescence; percent of tunicamycin response over DMSO baseline; activation, % at 10 µM; 0.34% of 330,000 active; AID 449763;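 active = at 10 µM dose, activation of 40% or more, normalized to positive control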;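 note: 100% = tunicamycin at 10 µg/mL and 0% = DMSO alone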
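Assay system: CHO cells with stable CHOP pathway luciferase reporter; Buffer or medium: F12 plus 10% serum; Times: 16-18 h cell attachment, then 6 h compound exposure, 37 °C; Signal: luciferase luminescence; Read-out basis: percent activation relative to tunicamycin control; Control set: tunicamycin high control, DMSO low control.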
tim10-1 inh = growth inhibitors of tim10-1 mutant yeast | S. cerevisiae tim10-1 ts strain growth, BacTiter-Glo, 24 h | inhibition, % at 20 µM | 2.2% of 330,000 active | AID 463190;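 active = inhibition of at least 40%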;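 note: mutant grown at 25 °C; 0% = DMSO wells with yeast and 100% = wells holding no yeast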
* hit, by the source's call.

SMILES	TIM10 inh	Mdm2-MdmX inh	697 NFkB inh	UPR XBP1 act	tim23-1 inh	Jurkat NFkB inh	CHOP UPR activ	tim10-1 inh
CCCn1nc(NC(=O)c2ccco2)c2cc3ccc(C)cc3nc21	19	-4	7	-1	19	-10	-0.8	16
CN(C)/N=C/c1ccc(N2CCOCC2)cc1	-8	8	-30	-1	16	-38	-0.9	-3
CC(=O)N1CCc2cc(S(=O)(=O)NCCC(=O)NCCc3ccccc3)ccc21	6	-4	14	-3	-1	6	-0.6	0
O=C(N/N=C/c1cccs1)C1COc2ccccc2O1 (stereo unspecified)	7	5	-62	2	11	-5	0.2	-16
COc1ccc2c(CC(=O)Nc3nccs3)coc2c1	4	-24	-24	6	12	-15	4.0	16
Cc1cccc(C(=O)c2cnc3ccccc3c2-c2ccccc2)c1	17	26	-28	1	26	0	0.3	26
COc1ccc(CC(=O)Nc2nc(C(C)(C)C)cs2)cc1	2	22	-9	3	28	-5	1.3	14
Cc1cc(C)cc(-c2nnc(SCc3ccc(C(=O)O)cc3)o2)c1	6	-1	-14	0	18	-17	-1.6	30
COc1cc(OC)cc(C(=O)NCCCCNC(=O)c2cc(OC)cc(OC)c2)c1	9	-19	4	-1	5	12	1.5	7
C=CCCCCCCCC(=O)OC	-6	1	0	-1	3	-15	-0.1	3
C=CCn1c(CCNC(=O)c2cccs2)nnc1SCC(=O)c1ccc(Cl)cc1	-14	4	18	-2	17	-3	-1.6	7
[N-]=[N+]=CC(=O)C(O)(c1ccccc1)C(Cl)c1ccccc1 (stereo unspecified)	27	18	-6	-2	25	13	-0.5	22
O=C(N/C(=C/c1cccs1)C(=O)N1CCOCC1)c1ccccc1	1	2	9	0	6	4	-1.4	2
COc1ccc(N2CCN(C(CNC(=O)C(=O)NCc3cccs3)c3ccco3)CC2)cc1 (stereo unspecified)	-1	12	-1	-2	-4	8	-0.2	2
COc1ccc(CCn2c(C)ccc2C)cc1OC	-5	9	14	-1	8	21	-3.1	18
O=C(NC1CCCCC1)C(c1ccncc1)N(C(=O)c1csnn1)c1ccccc1 (stereo unspecified)	-11	-11	1	-1	2	5	-2.6	9
O=C(c1ccccc1)N1N=C(c2ccccc2)CC1c1ccccc1O (stereo unspecified)	24	17	-11	-1	40	-7	-1.9	39
CCOC(=O)C1=C(C)N(CC(C)C)C(=O)C1	4	20	10	3	10	7	-0.4	17
CC(C)C(=O)Nc1ccc(C(=O)NNC(=O)c2ccco2)cc1	8	21	12	-2	12	7	2.2	10
CN(C)c1nc(NCc2ccccc2)nc(N/N=C/c2ccccc2F)n1	23	18	5	1	6	2	4.6	10
O=c1[nH]c2ccc(Cl)cc2c(O)c1Cc1ccccc1	-6	0	6	-1	16	6	0.9	12
CCOC(=O)Cc1csc(NC(=O)Nc2cccc(Cl)c2)n1	26	7	-1	-1	5	16	1.8	19
NC(=O)CC(NC(=O)Cc1ccc(Br)cc1)c1ccc(NCc2ccc(F)cc2)c([N+](=O)[O-])c1 (stereo unspecified)	-4	21	-5	-2	3	-7	0.6	-5
Cc1c(Cc2ccc3c(c2)OCO3)sc(NC(=O)C2CC2)c1C(N)=O	17	-4	8	0	17	-5	-0.8	21
Cc1nc2ccccc2c(=O)n1NCc1cc(Br)cs1	1	18	15	1	13	-6	-0.7	2

Some of these compounds in order of length of the SMILES, low to high.
SMILES	TIM10 inh	Mdm2-MdmX inh	697 NFkB inh	UPR XBP1 act	tim23-1 inh	Jurkat NFkB inh	CHOP UPR activ	tim10-1 inh
C=CCCCCCCCC(=O)OC	-6	1	0	-1	3	-15	-0.1	3
COc1ccc(CCn2c(C)ccc2C)cc1OC	-5	9	14	-1	8	21	-3.1	18
COc1ccc2c(CC(=O)Nc3nccs3)coc2c1	4	-24	-24	6	12	-15	4.0	16
O=C(N/N=C/c1cccs1)C1COc2ccccc2O1 (stereo unspecified)	7	5	-62	2	11	-5	0.2	-16
O=c1[nH]c2ccc(Cl)cc2c(O)c1Cc1ccccc1	-6	0	6	-1	16	6	0.9	12
COc1ccc(CC(=O)Nc2nc(C(C)(C)C)cs2)cc1	2	22	-9	3	28	-5	1.3	14
CCOC(=O)Cc1csc(NC(=O)Nc2cccc(Cl)c2)n1	26	7	-1	-1	5	16	1.8	19
Cc1cccc(C(=O)c2cnc3ccccc3c2-c2ccccc2)c1	17	26	-28	1	26	0	0.3	26
CC(C)C(=O)Nc1ccc(C(=O)NNC(=O)c2ccco2)cc1	8	21	12	-2	12	7	2.2	10
O=C(N/C(=C/c1cccs1)C(=O)N1CCOCC1)c1ccccc1	1	2	9	0	6	4	-1.4	2
Cc1cc(C)cc(-c2nnc(SCc3ccc(C(=O)O)cc3)o2)c1	6	-1	-14	0	18	-17	-1.6	30
[N-]=[N+]=CC(=O)C(O)(c1ccccc1)C(Cl)c1ccccc1 (stereo unspecified)	27	18	-6	-2	25	13	-0.5	22
Cc1c(Cc2ccc3c(c2)OCO3)sc(NC(=O)C2CC2)c1C(N)=O	17	-4	8	0	17	-5	-0.8	21
C=CCn1c(CCNC(=O)c2cccs2)nnc1SCC(=O)c1ccc(Cl)cc1	-14	4	18	-2	17	-3	-1.6	7
COc1cc(OC)cc(C(=O)NCCCCNC(=O)c2cc(OC)cc(OC)c2)c1	9	-19	4	-1	5	12	1.5	7
NC(=O)CC(NC(=O)Cc1ccc(Br)cc1)c1ccc(NCc2ccc(F)cc2)c([N+](=O)[O-])c1 (stereo unspecified)	-4	21	-5	-2	3	-7	0.6	-5

Other structures.
SMILES	TIM10 inh	Mdm2-MdmX inh	697 NFkB inh	UPR XBP1 act	tim23-1 inh	Jurkat NFkB inh	CHOP UPR activ	tim10-1 inh
CCOC(=O)[C@H]1[C@H]2COc3cc(OC)ccc3[C@@H]2N2C(=O)N(c3cccc(Cl)c3)C(=O)[C@@]12C	1	-19	-6	-2	23	-7	-1.8	7
COCCN(C(=S)Nc1cccc(C)c1)C(C)c1cccnc1 (stereo unspecified)	13	14	15	-2	9	8	-0.2	21
CCCCSc1nnc2n(CCc3ccccc3)c(=O)c3c4c(sc3n12)COC(C)(C)C4	20	55*	0	-6	12	17	0.7	16
Cc1cc(C)c(S(=O)(=O)N2CCN(C(=O)N(C)C)CC2)c(C)c1	8	-6	18	-1	8	-8	1.9	14
O=C(COC(=O)CCSc1ccccc1Cl)Nc1ccc(F)cc1F	24	-28	-13	-5	32	-10	1.3	19
Cc1ccc(OCc2nnc(SCC(=O)Nc3cccc4ccccc34)n2-c2ccccc2)cc1	24	-1	6	-2	21	-5	12	28
Cc1ccc(OCC(=O)NCCNC(=O)c2ccncc2)cc1C	-13	-12	-8	1	4	-9	-1.1	-17
CSc1ncccc1C(=O)NC1CCCCCC1	-1	7	-2	-2	-9	-5	0.8	-14
CC(=O)c1cccc(CN(C)CC2CCCN(CCc3ccccc3C)C2)c1 (stereo unspecified)	-16	8	-12	-3	-12	-16	-3.2	12
O=C1CC(NS(=O)(=O)c2ccccc2F)CN1c1ccc2c(c1)OCCO2 (stereo unspecified)	-6	1	13	1	-1	14	0.4	-9
Cc1nnc(SCC(=O)NCc2ccc(F)cc2)[nH]c1=O	6	5	-14	-1	-2	4	-1.7	10
COc1ccc(CN2CCCC(CNC(=O)c3ccc(F)cc3)C2)c(F)c1 (stereo unspecified)	0	-2	-2	0	14	-6	-2.3	-1
O=C(NC1CCCC1)c1c(O)nc2sccn2c1=O	-21	36	1	-2	56*	9	0.1	6
COc1ccc2[nH]cc(CCN3C(=O)c4ccc(C(=O)O)cc4C3=O)c2c1	-2	-12	-87	2	0	-14	3.1	1
O=C(CN1CCN(c2ccccc2)CC1)c1c[nH]c2ccccc12	14	-26	21	5	14	1	1.7	20
CC(C)OCCCn1c(=O)c2ccccc2n2c(CCC(=O)N3CCN(c4ccccn4)CC3)nnc12	11	19	12	-5	5	9	-2.1	16
COc1ccc(OC)c(CN2CCCCCC2)c1	-3	24	17	-4	-10	0	0.9	-10
CCn1nc(C)c(CN2CCC(n3nccc3NC(=O)Cc3ccccc3)CC2)c1C	6	27	-3	-5	6	0	0.9	7
CC(C)(C)c1ccc(CCC2OCC(C[N+]3(C)CCOCC3)O2)cc1 (stereo unspecified)	6	14	-7	3	5	35	-2.2	11
O=C1c2ccsc2SCCN1Cc1ccccc1	-8	15	5	0	11	-8	-1.6	26
Cc1nnn(-c2nonc2N)c1C(=O)N/N=C/c1cccc2ccccc12	9	19	19	0	6	-4	-2.2	10
O=C(OCc1cnc(Cl)s1)c1cccs1	-6	-14	-10	-1	9	-3	1.3	7
COc1ccc(OC)c(NC(=O)CCNC(=O)c2ccco2)c1	17	-22	-6	-7	5	7	-0.2	-18
Cc1ccc(F)cc1NC(=S)NCCc1ccccc1	21	13	-1	3	-1	1	-1.5	45*
Cc1ccc(S(=O)(=O)Nc2c(O)ccc3ccccc23)cc1	23	47	-52	8	19	-35	9.5	27
Following part
SMILES	TIM10 inh	Mdm2-MdmX inh	697 NFkB inh	UPR XBP1 act	tim23-1 inh	Jurkat NFkB inh	CHOP UPR activ	tim10-1 inh
CCCOc1ccc(C(CC(=O)O)NC(=O)C23CC4CC(CC(C4)C2)C3)cc1 (stereo unspecified)	14	28	5	-2	6	1	-1.2	-7
COc1ccc(OC)c(NC(=O)CSc2nc(O)cc(=O)n2CC(C)C)c1	3	-18	5	-2	14	17	-1.4	11
O=C(CN1C(=O)COc2ccc(Cl)cc21)Nc1nccs1	5	-14	11	-2	-4	5	-0.5	-10
N#CC12COC3(CCCCC3C1(C#N)C#N)OC2=N (stereo unspecified)	-6	5	7	-2	-3	5	46*	5
COc1ccc(-c2cc(C(=O)N3CCCCC3)no2)cc1OC	14	-39	-33	2	8	-72	4.9	22
CCc1ccccc1NC(=O)CC1S/C(=N\c2nccs2)N(CC)C1=O (stereo unspecified)	17	-12	20	0	15	0	-2.7	26
O=C(C(=O)N1CCN(C(=O)c2ccco2)CC1)c1c[nH]c2ccccc12	-1	0	-6	-2	4	-19	-1.3	-4
COc1ccc(CN=Cc2c(C(F)(F)F)[nH][nH]c2=O)cc1	7	-7	13	-3	9	3	-1.3	17
COCCCN1C(=O)c2ccc(C(=O)O)cc2C1=O	-13	-3	5	-2	-6	1	-2.2	16
CCN(CC)CCCNC(=O)CCC(=O)NNc1nc2ccccc2c2nc(C)nn12	5	-5	3	0	11	4	-2.5	6
O=S1(=O)N=C(N(CCO)/N=C/c2ccncc2)c2ccccc21	3	-26	0	-1	12	-4	-0.4	7
CCCCN(C)CCNC(=O)c1nn(-c2ccc(OC)cc2)c(=O)c2c1c1ccccc1n2C	17	32	7	-1	27	-11	-1.8	27
CCN1CCN(S(=O)(=O)c2ccc(OC)c(NC(=O)c3ccccc3F)c2)CC1	8	21	-7	1	9	4	-0.9	0
c1ccc2c(C3=NNC(=NC4CC4)SC3)c[nH]c2c1	1	-85	-113	-8	16	-110	-5.1	-2
